High-throughput results: PubChem BioAssay, National Center for Advancing Translational Sciences (NCATS)
PI4K2A block – blocks human PI4K2A kinase activity. activity change, negative = inhibition, % at 76.9 µM. AID 1346378. Q9BTU6. 0.13% of 420,000 active. purified PI4K2A, ADP-Glo luminescence, 1 h; active compounds read low; in the data active = activity change below about -50%; inconclusive = mostly about -30% to -49%;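 note: -100% = wells without enzyme as full effect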
Target sequence (Q9BTU6 whole entry, looked up): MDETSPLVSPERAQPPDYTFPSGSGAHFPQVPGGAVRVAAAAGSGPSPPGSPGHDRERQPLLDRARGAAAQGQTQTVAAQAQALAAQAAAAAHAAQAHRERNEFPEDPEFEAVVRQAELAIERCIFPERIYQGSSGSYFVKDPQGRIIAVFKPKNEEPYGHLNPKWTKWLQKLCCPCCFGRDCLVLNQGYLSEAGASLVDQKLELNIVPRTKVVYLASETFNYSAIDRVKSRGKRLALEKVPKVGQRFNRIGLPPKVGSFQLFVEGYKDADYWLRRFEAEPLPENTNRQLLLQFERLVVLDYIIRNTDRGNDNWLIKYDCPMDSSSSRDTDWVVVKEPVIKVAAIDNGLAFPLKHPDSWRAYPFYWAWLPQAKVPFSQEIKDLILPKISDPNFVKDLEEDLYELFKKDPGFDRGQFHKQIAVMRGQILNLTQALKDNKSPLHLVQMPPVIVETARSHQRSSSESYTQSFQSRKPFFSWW
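Compounds are screened against recombinant PI4K2A using PI as substrate and ATP, the latter dispensed at 300 microM. Reactions run one hour at ambient temperature before ADP-Glo detection; full inhibition defined by wells lacking enzyme.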
GLS inhibitor – inhibitors of human glutaminase (GLS); O94925; GLS enzymatic activity, qHTS titration; Potency, µM (doses to about 45.5 µM), for the others: at the highest dose activity change, negative = inhibition, most hits filed as inhibitors; 0.21% of 410,000 active; AID 624170; active = well fitted inhibition curve with a large enough effect; inconclusive = small, poorly fitted or top-dose-only effect, or another doubt; inactive = no such curve, though single readings can be large or run the other way; note: potency is the fitted concentration of half-maximal effect
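Glutamate formation by hKGA was monitored fluorometrically using coupled glutamate oxidase, HRP and Amplex Red. Substrate was added as 1 mM L-glutamine solution; incubation was 30 min at RT after an initial read.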
An asterisk follows results filed as active; i = inactive; ? = inconclusive; [ ] = another dose, or the depositor's remark. Unless noted, % is set by controls: 0 for no effect and ±100 for the full control effect. These rows are one share of the data; rates above refer to the full screens.

Sequence of screens: PI4K2A block | GLS inhibitor
CN(C)CCN1CCN(C2CN(Cc3cn(Cc4cccc(C(F)(F)F)c4)nn3)S(=O)(=O)C2)CC1 (stereo not drawn)
    -11 | 6%
O=C(Nc1ccc(F)cc1)Nc1nnc([C@@H]2C[C@H](O)[C@@H](CO)O2)s1
    -2 | -2%
Cc1cnc(C)c(Nc2nc(C(N)Cc3ccccc3)cs2)n1 (stereo not drawn)
    -4 | 9%
CC(O)(c1cccnc1)c1nc(-c2cc(F)cc(F)c2)cs1 (stereo not drawn)
    -7 | 0%
CCCCNC(=O)C1(C)CCC(=O)N1c1cc(C(C)(C)C)nn1C (stereo not drawn)
    0 | 5%
Cc1cccc(NC(=O)Nc2nnc([C@@H]3C[C@H](O)[C@@H](CO)O3)s2)c1
    2 | 6%
Cc1cc2oc(=O)cc(CN(Cc3ccccc3)Cc3ccccc3)c2cc1Cl
    2 | 0%
Cc1ccc(CN2CC(N3CCCCC3)CS2(=O)=O)cc1 (stereo not drawn)
    1 | -16%
COCCNc1nc2cc(-c3ccsc3)sc2c(=O)n1C
    -7 | 0%
Cc1ccc(CN2C(=O)C(C)Sc3ccc(C#N)cc32)cc1 (stereo not drawn)
    2 | 0%
CN(C)c1ccc(CNC(=O)C2(C)Cc3c(-c4ccc5c(c4)OCO5)ccnc3O2)cc1 (stereo not drawn)
    -3 | -5%
COC(=O)c1ccc(Cn2c(C)c(C(=O)Nc3cccc(Oc4ccccc4)c3)sc2=O)o1
    -2 | 3%
CC(C)NC(=O)C1(C)CCCN1C(=O)c1cc(C#N)cs1 (stereo not drawn)
    -2 | -10%
O=C1NC[C@H](CCCCN2C[C@H](Cc3ccc(O)cc3)N(CCc3ccccc3)C(=O)C2=O)N(Cc2ccccc2)C1=O
    7 | -2%
N#Cc1cccnc1N1CCN(C(c2ccnc3ccccc23)c2nnnn2-c2ccc3c(c2)OCCO3)CC1 (stereo not drawn)
    -2 | 4%
CCc1nc2c(OCC(=O)C(C)(C)C)cccn2c1N(C)C(=O)c1cccs1
    -4 | 3%
O=C(NCc1ccc(Cl)nc1)c1ccc2sc([C@@H]3O[C@H](CO)[C@H](O)[C@H](O)[C@H]3O)nc2c1
    -2 | 7%
CCCCc1c(-c2ccccc2Br)ncn1CCc1ccccc1OC
    -6 | 3%
COc1ccc(S(=O)(=O)N(C)C[C@@H]2OCc3cn(nn3)CCCC(=O)N([C@H](C)CO)C[C@H]2C)cc1
    3 | 1%
O=c1ncccn1C1OC(CO)C(O)C1O (stereo not drawn)
    -5 | 3%

Sequence of screens: PI4K2A block | GLS inhibitor
CC1(C(=O)Nc2ccc3c(c2)OCCO3)CCN1C(=O)C/C=C/c1ccccc1 (stereo not drawn)
    5 | -6%
O=C(NCc1ccc(F)cc1)c1cc(C2CCCN(C(=O)c3cccs3)C2)on1 (stereo not drawn)
    2 | 5%
CSc1ccc(CN2CCC2(C)C(=O)Nc2ccc(C)c(O)c2)cc1 (stereo not drawn)
    2 | 12%
CC(O)(c1ccc(F)c(F)c1)c1nc(-c2cccc(C(=O)O)c2)cs1 (stereo not drawn)
    -2 | 3%
COCCN1C(=O)CCC1(C)C(=O)Nc1c(C)cccc1C (stereo not drawn)
    0 | -1%
COc1ccc(Cc2c(-c3ccco3)nc3ccc(Cl)cn23)c(C)c1
    -14 | 3%
N#Cc1ccc(S(=O)(=O)N2CCCCC2c2cc(C(=O)N3CCOCC3)no2)cc1 (stereo not drawn)
    4 | 0%
CCOC1=C2CN(S(=O)(=O)c3ccc(C)cc3)[C@H](c3ccccc3)C[C@@H]2N(S(=O)(=O)c2ccccc2C)[C@H](c2ccccc2)C1
    4 | -17%
FC(F)(F)c1ccccc1Cc1c(-c2ccc(Cl)cc2)nc2ccc(Cl)cn12
    -4 | 26%
CCc1nc2c(OCc3cccc(OC)c3)cccn2c1N(C)C(=O)c1ccc(OC)cc1
    0 | 5%
O=C(O)c1ccc(CN2C[C@@H](CO)O[C@@H](n3cnc4c(NCc5ccco5)ncnc43)C2)cc1
    -4 | 1%
C#CCNC(=O)C[C@@H]1C[C@@]2(C(=O)OCC)CCC=C2N(Cc2ccc(Cl)cc2Cl)C1=O
    3 | -7%
COc1ccc(-c2coc3c(C(=O)NCc4ccc(C(F)(F)F)cc4)cccc23)c(C)c1
    -2 | 0%
OC(c1ccccc1)c1nc(-c2cccc(F)c2)cs1 (stereo not drawn)
    -3 | 3%
Cc1cc(C)n2c(Nc3ccc4c(c3)OCCO4)c(CC(C)C)nc2n1
    1 | 11%
COCCN1C[C@@H](CO)O[C@@H](n2cnc3c(NC4CCCC4)ncnc32)C1
    -6 | 2%
Cc1ccc(OCCN2CCC2(C)C(=O)NCc2ccc(C(F)(F)F)cc2)cc1 (stereo not drawn)
    0 | 2%
COc1cccc(OC)c1OCCN1CCC(C(=O)NC(c2ccccc2)c2ncccc2C)CC1 (stereo not drawn)
    -1 | 1%
O=C(NCc1ccccc1)c1cc(C2CCCCN2S(=O)(=O)Cc2ccccc2)on1 (stereo not drawn)
    -1 | 5%
CCCC(=O)c1cc(O)c(O)cc1O
    i | -46%[99.4 µM]

Sequence of screens: PI4K2A block | GLS inhibitor
Cc1ccc(-c2csc(C(O)c3ccc(F)c(F)c3)n2)cc1C (stereo not drawn)
    -2 | 6%
CSc1ccc(CNC(=O)C2(C)CCCN(C(C)=O)C2)cc1 (stereo not drawn)
    -2 | -1%
CC1(C(=O)NS(=O)(=O)Cc2cccc(Cl)c2)CCN1C(=O)c1cccc(F)c1 (stereo not drawn)
    3 | -9%
Cn1c(=O)c2cc(NC(=O)Nc3ccccc3)ccc2n1Cc1ccccc1
    3 | 3%
CC(C)(C)c1ccc(S(=O)(=O)NC(=O)C2(C)CCN2C(=O)C2CC2)cc1 (stereo not drawn)
    1 | 1%
COCc1cccc(-c2csc(C(O)c3ccc(F)cc3)n2)c1 (stereo not drawn)
    -8 | 9%
COc1ccc(CC(N)c2csc(NC(=O)c3ccccc3)n2)cc1 (stereo not drawn)
    -1 | -8%
COc1cccc(CN(C)C(=O)CC[C@H]2O[C@@H](n3ccc(=O)[nH]c3=O)[C@H](O)[C@@H]2O)c1
    0 | -13%
Cc1csc(-c2cc(C(=O)NCc3ccc(F)cc3)n[nH]2)c1
    1 | 0%
COc1ccc(Cl)cc1-c1cc(C(=O)Nc2ccc(C)c(NS(C)(=O)=O)c2)[nH]n1
    -5 | 4%
CCCNC(=O)C1(C)CCCN(C(=O)c2ccccc2F)C1 (stereo not drawn)
    3 | -2%
COc1cc(CNc2ncnc3c2ncn3[C@H]2CN(CCc3ccccc3)C[C@@H](CO)O2)cc(OC)c1OC
    -4 | -6%
CCOC(=O)[C@]12CCC=C1N(Cc1ccco1)C(=O)[C@H](CC(=O)NCc1ccccc1)C2
    -7 | -8%
CC(C)(C)c1ccc(S(=O)(=O)NC(=O)C2(C)CCN2C(=O)Cc2cccc3ccccc23)cc1 (stereo not drawn)
    -3 | -15%
O=C(NCc1ccc(F)cc1)c1cc(C2CCCN(C(=O)CCCc3ccccc3)C2)on1 (stereo not drawn)
    4 | 4%
O=C(OC1CC2CC1[C@H]1CCCCN1C2=O)N1CCC(c2ccccc2)CC1 (stereo partly drawn)
    -3 | -9%
O=S1(=O)CC(N2CCCC2)CN1Cc1ccc(F)cc1 (stereo not drawn)
    1 | -19%
CCCCc1ccc(S(=O)(=O)NC(=O)C2(C)CCN2C(=O)CC2CC2)cc1 (stereo not drawn)
    -3 | 9%
CC1(C(=O)NS(=O)(=O)c2ccccc2Cl)CCN1C(=O)c1cccc2ccccc12 (stereo not drawn)
    2 | 9%
COc1ccc(C(O)c2nc(-c3cccc(C(C)C)c3)cs2)cc1 (stereo not drawn)
    0 | 1%

Sequence of screens: PI4K2A block | GLS inhibitor
CCc1nc2cc(NC(=O)C3(C)CCCN(C(C)=O)C3)ccc2o1 (stereo not drawn)
    0 | -18%
COc1ccc(CN2CCC(C)(Oc3cccc(F)c3)C2)c2ccccc12 (stereo not drawn)
    0 | 6%
CC(C)Oc1cc(F)ccc1-c1cc(C(=O)NCc2ccccn2)[nH]n1
    0 | -8%
O=C1NC[C@H](Cc2ccc(O)cc2)N(CCc2cc(C(F)(F)F)cc(C(F)(F)F)c2)C1=O
    1 | ?
FC(F)(F)c1ccc(-c2cccc3c2C2CC3CCN2Cc2ccc3c(c2)OCO3)cc1 (stereo not drawn)
    1 | -1%
Cc1ccc(F)c(S(=O)(=O)NC(=O)C2(C)CCN2C(=O)Cc2cccs2)c1 (stereo not drawn)
    -3 | 4%
O=C(/C=C/[C@H]1O[C@@H](n2cnc3c(NC(=O)c4ccccc4)ncnc32)[C@H](O)[C@@H]1O)NCc1ccccc1
    -3 | 3%
C=Cc1ccc(Cn2c(C)c(C(=O)NCCC#N)sc2=O)cc1
    -3 | 0%
OC[C@@H]1CN(C2CCCC2)C[C@H](n2cnc3c(NC4CCC4)ncnc32)O1
    -2 | 6%
CCc1nc2ccc(C(=O)NCCCN3CCCC3=O)cn2c1N(C)CCC(C)C
    1 | 36%[activator]
CN(C)c1nc(N)nc(CSc2nnnn2-c2ccc(Cl)cc2)n1
    4 | ?
COc1ccc(-c2csc(C(NC(C)=O)c3ccccc3)n2)cc1 (stereo not drawn)
    -3 | 3%
O=C(NCc1ccccc1)OC1CC2CC1[C@H]1CCCCN1C2=O (stereo partly drawn)
    10 | 3%
Cc1ccc(S(=O)(=O)N2CCC(=O)N([C@H](COCc3cccc(C(F)(F)F)c3)C(C)C)CC2)cc1
    0 | -6%
Cc1cn([C@H]2C[C@H](O)[C@@H](/C=C/C(=O)NCc3ccccc3)O2)c(=O)[nH]c1=O
    -3 | -10%
CC(C)CNc1ncnc2c1ncn2[C@H]1CN(Cc2ccc(Cl)cc2)C[C@@H](CO)O1
    1 | 5%
NC(CCc1ccccc1)c1csc(NC(=O)NCC2CCCCC2)n1 (stereo not drawn)
    0 | -1%
CCOC(=O)C1=C[C@@H](C(C)(C)C)N(S(=O)(=O)c2ccc(C)cc2)[C@H]1c1ccc(Cl)c(Cl)c1
    -2 | -8%
CCc1nc2ccc(C(=O)N(C)CCN(C)C)cn2c1N(C)CCC(C)C
    2 | 23%
Cc1cnc(C)c(Nc2nc(C(N)Cc3ccc(F)cc3)cs2)n1 (stereo not drawn)
    1 | -3%

Sequence of screens: PI4K2A block | GLS inhibitor
CC1(Cc2cc(Cl)ccc2C(F)(F)F)C(=O)Nc2cc(F)ccc21 (stereo not drawn)
    2 | -8%
COc1cccc(C(C)(O)c2nc(-c3cccc(C(=O)O)c3)cs2)c1 (stereo not drawn)
    -4 | 1%
O=C(OCc1ccccc1)N1Cc2ccnnc2CC1c1ccccc1Br (stereo not drawn)
    4 | -2%
COCCCNC(=O)c1cccc2c(-c3ccnn3C)coc12
    -2 | 2%
CCCCNC(=O)c1nc(C2CCN(S(=O)(=O)c3ccccc3)CC2)oc1-c1cccc(C(F)(F)F)c1
    -4 | 0%
Cc1ccccc1C(=O)NCCN1CCC(n2c(=O)[nH]c3ccccc32)CC1
    -2 | 13%
O=C(Nc1nnc([C@H]2C[C@H](O)[C@@H](CO)O2)s1)Nc1ccccc1C(F)(F)F
    -1 | 2%
CCCCCCCCN1C(=O)[C@H](CC(=O)NCCc2ccccc2OC)C[C@@]2(C(=O)OC)CCCCC=C12
    -2 | -1%
Cc1ccc(S(=O)(=O)N(C)C[C@@H]2OCc3cn(nn3)CCCC(=O)N([C@H](C)CO)C[C@H]2C)cc1
    2 | 4%
COc1ccc(-c2nc3ccc(Br)cn3c2Cc2ccccc2C(F)(F)F)cc1OC
    -4 | -1%
O=C1N(Cc2ccccc2)c2ccccc2OC1(F)F
    -3 | 1%
COc1ccc(C(c2nnnn2Cc2ccccc2)N2CCN(C/C=C/c3ccccc3)CC2)cc1 (stereo not drawn)
    1 | -5%
Cn1c(=O)c2cc(NC(=O)NCCc3cccs3)ccc2n1-c1ccc(C(C)(C)C)cc1
    2 | 2%
COc1c(C)cc(C(O)c2ncc(-c3ccc(C(F)(F)F)cc3)[nH]2)cc1C (stereo not drawn)
    4 | -2%
COCCNc1nc2cc(-c3ccccc3)sc2c(=O)n1C
    -9 | -2%
CCOc1ccc(-c2cc(C(=O)Nc3ccc(F)cc3)[nH]n2)c(C)c1
    -3 | -1%
CCNC(=O)C1CCCN(C(=O)c2ccc(C#N)cc2)CC1 (stereo not drawn)
    -2 | 3%
CC(C)(C)CC(=O)Nc1nc(C(N)Cc2ccc(C(F)(F)F)cc2)cs1 (stereo not drawn)
    -5 | 13%
CCc1nc2ccc(C(=O)N(C)Cc3ccco3)cn2c1N(C)C(=O)Cc1ccccc1
    -2 | 9%

Sorted by count of non-hydrogen atoms (low to high): 4 of the compounds above.
Sequence of screens: PI4K2A block | GLS inhibitor
COCCNc1nc2cc(-c3ccccc3)sc2c(=O)n1C
    -9 | -2%
COc1cccc(C(C)(O)c2nc(-c3cccc(C(=O)O)c3)cs2)c1 (stereo not drawn)
    -4 | 1%
O=C(Nc1nnc([C@H]2C[C@H](O)[C@@H](CO)O2)s1)Nc1ccccc1C(F)(F)F
    -1 | 2%
CCCCCCCCN1C(=O)[C@H](CC(=O)NCCc2ccccc2OC)C[C@@]2(C(=O)OC)CCCCC=C12
    -2 | -1%

An excerpt of these results, with tabs:
Structure	PI4K2A block	GLS inhibitor
CCCNC(=O)C1(C)CCCN(C(=O)c2ccccc2F)C1 (stereo not drawn)	3	-2%
COc1cc(CNc2ncnc3c2ncn3[C@H]2CN(CCc3ccccc3)C[C@@H](CO)O2)cc(OC)c1OC	-4	-6%
